CF NFkB block: inhibitors of cystic fibrosis induced NF-kB; KKLEB NF-kB-GFP reporter, PAF-induced, GFP fluorescence overnight; inhibition, % at 5 µM; 360,000 compounds, 0.86% hits; AID 588850;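 active means at least 50% inhibition at 5 µM, scaled per plate between neutral and stimulator controls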;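 further: PAF is a Pseudomonas aeruginosa culture filtrate used as stimulus; plate controls were PAF-stimulated DMSO wells for no effect and unstimulated DMSO wells for full effect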
aDG glyco act: increases alpha dystroglycan glycosylation; Pro5-aDG cells, alpha-DG glycosylation AlphaScreen (IIH6); 0% Pro5, 100% B10-LARGE cell signal; activation, % at 10 µM; 360,000 compounds, 0.22% hits; AID 624168;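 active means activation of at least 8% versus controls, or a plate z-score of at least 8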;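 further: Pro5 are CHO cells carrying HIG-tagged alpha-DG that lacks glycosylation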
hiPSC survival: hiPSC single-cell survival enhancement | ATPlite luminescence; 100% = ROCK inhibitor wells, 0% = DMSO | survival enhancement, % at 20 µM | 360,000 compounds, 0.044% hits | AID 602274; in the data active means survival enhancement above about 18%;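 further: cells exposed to compounds for 16 hours before the ATP read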
Peg3 promoter: inhibitors of Peg3 promoter | HeLa PEG-Prom luciferase reporter, luminescence, overnight | inhibition, % at 20 µM | 360,000 compounds, 1.7% hits | AID 588405;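 active means inhibition of at least 50% at 20 µM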
NR2E3 ag-1: activates human photoreceptor nuclear receptor NR2E3; Q9Y5X4; 320,000 compounds, 0.12% hits; inhibition of corepressor binding, % at 4.78 µM; GST-NR2E3/biotin-RetCOR TR-FRET, 1536-well; AID 2300;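 active means percent inhibition above the cutoff of mean plus 3 SD of all tested compounds, set per screening campaign, cut at about 20% in these data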;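 further: 0% = DMSO wells and 100% = biotin wells as full block of FRET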
Target sequence (Q9Y5X4 whole entry, looked up): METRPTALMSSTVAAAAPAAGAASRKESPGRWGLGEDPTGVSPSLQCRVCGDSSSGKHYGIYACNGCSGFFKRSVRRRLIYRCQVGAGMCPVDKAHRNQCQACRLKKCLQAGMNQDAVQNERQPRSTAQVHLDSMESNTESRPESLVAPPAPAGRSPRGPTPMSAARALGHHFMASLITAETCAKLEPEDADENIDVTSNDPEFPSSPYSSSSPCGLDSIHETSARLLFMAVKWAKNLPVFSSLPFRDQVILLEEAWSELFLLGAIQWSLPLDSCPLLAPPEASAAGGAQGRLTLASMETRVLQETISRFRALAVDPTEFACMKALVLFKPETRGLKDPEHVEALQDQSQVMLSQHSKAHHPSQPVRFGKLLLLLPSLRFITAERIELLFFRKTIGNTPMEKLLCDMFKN
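System: GST-tagged NR2E3 plus biotinylated RetCOR corepressor; Amount: 1.35 nM GST-tagged NR2E3 final; Dosing: single nominal compound dose of 4.8 µM; Schedule: 5 h incubation at 4 °C; Technique: TR-FRET with europium anti-GST and streptavidin-D2, 340 nm excitation; Controls: biotin wells as high control, 0.6% DMSO wells as low control.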
KKLEB cytotox: reduces viability of KKLEB cystic fibrosis airway cells; activity change (cytotoxicity), % at 5 µM; KKLEB CF airway cells viability, ATPlite luminescence, overnight; active compounds read low; cells stimulated with P. aeruginosa culture filtrate; 360,000 compounds, 0.36% hits;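 active means corrected activity change at or below -50% at 5 µM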
NR2E3 ag-2: agonists of human NR2E3 nuclear receptor. AID 602229. CHO-S Gal4-NCOR/VP16-NR2E3 two-hybrid, luciferase. inhibition of corepressor binding, % at 3.98 µM. 360,000 compounds, 0.35% hits. Q9Y5X4;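 active means inhibition above the mean of all tested compounds plus 3 SD, cut at about 70% in these data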;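 further: 0% = DMSO with NR2E3 transfected cells and 100% = cells lacking NR2E3 construct; higher means lower luciferase signal from less NR2E3 corepressor binding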
MITF TRPM1 inh: reduces MITF-dependent TRPM1 promoter luciferase signal; 330,000 compounds, 0.83% hits; SK-MEL-5 TRPM1 promoter luciferase, 24 h; inhibition, % at 12.5 µM; AID 488899;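 active means mean inhibition across replicates of 60% or more, whatever share of single replicates reaches that level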; further: values of inactives mirror those of a sister screen read the other way
TWEAK-Fn14 inh: blocks TWEAK-Fn14 interaction in a reporter cell assay; TWEAK-stimulated Fn14 reporter cells, luciferase luminescence, 8 h; inhibition, % at 10 µM; 360,000 compounds, 2% hits; in the data active means inhibition above about 50%
HIF-2a block: inhibitors of HIF-2a; 786-0 RCC cells HIF-2a reporter, luciferase luminescence, overnight; inhibition, % at 18.8 µM; 360,000 compounds, 0.72% hits; AID 624352;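 active means inhibition of the luminescence signal of 40% or more relative to plate controls, in a single-dose primary screen at 18.75 µM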
Shn3 3UTR inh: Schnurri-3 reporter inhibition in Clone20 osteoblasts. Clone20 osteoblast Shn3 3'UTR firefly luciferase, 24 h. inhibition, % at 12.5 µM. 360,000 compounds, 0.52% hits;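 active means mean inhibition of at least 75% with every replicate also reaching 75%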;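 further: 0% = median of neutral control wells and 100% = pilot-screen positive control compound; some compounds past the cut are filed as inactive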
Numbers without * were called inactive; . = no result given.

SMILES | CF NFkB block | aDG glyco act | hiPSC survival | Peg3 promoter | NR2E3 ag-1 | KKLEB cytotox | NR2E3 ag-2 | MITF TRPM1 inh | TWEAK-Fn14 inh | HIF-2a block | Shn3 3UTR inh
Cc1ccc(CSc2nc3c(cc2C#N)CCC3)cc1 | 2.4 | 0.2 | -2.6 | -52.7 | -0.4 | -14.3 | -34.4 | -50.7 | -24.2 | -111.5 | -39.9
N#Cc1ccc(NC(=O)CCc2ccc(S(=O)(=O)N3CCOCC3)cc2)cc1 | -1.4 | -0.4 | -0.8 | 6.5 | -3.0 | 10.8 | -8.9 | -6.9 | 2.5 | 16.3 | -1.6
Cc1c(CN2CCc3c([nH]c4ccccc34)C2CC(C)C)cnn1C (centres undefined) | -12.8 | 0.0 | -0.7 | 2.2 | 1.5 | 8.7 | -1.7 | 6.2 | 2.9 | 21.0 | -12.3
CC1CCCC(C)N1C(=O)COc1ccc(-c2nnco2)cc1 (centres undefined) | -3.9 | -0.2 | -2.3 | -6.5 | -3.4 | -4.2 | -30.6 | 30.1 | -6.5 | 0.8 | -1.3
OCCC1CN(Cc2ccn[nH]2)CCN1Cc1ccc(F)c(F)c1 (centres undefined) | -18.2 | 0.0 | -0.9 | -13.5 | 2.8 | -2.3 | 23.1 | 15.9 | 12.7 | 6.0 | -4.5
C=C(C)COC(=O)c1ccccc1C(=O)OCC1(C)CO1 (centres undefined) | -4.3 | -0.1 | 0.5 | -2.8 | . | 7.1 | 0.3 | -8.1 | -6.3 | 13.2 | -2.2
Nc1ncnc(NNC(=O)CNC(=O)c2c(F)cccc2Cl)c1[N+](=O)[O-] | 6.2 | -0.1 | -0.5 | 5.8 | 2.1 | 8.9 | -23.1 | -2.2 | 7.8 | 3.7 | -3.3
CCN(CC)C(=O)Cc1cn(C)c2ccccc12 | 6.9 | 0.4 | -1.2 | 5.0 | 7.6 | -6.1 | -16.0 | 12.5 | 1.9 | 11.0 | 4.9
CCOc1ccc(C(=O)c2cccs2)cc1 | -3.2 | 0.0 | -0.4 | -262.0 | 7.6 | 10.3 | -37.7 | -57.7 | -14.2 | -193.4 | -55.2
COc1ccc(CCNC(=O)c2ccc(=O)[nH]n2)cc1OC | 7.1 | 0.0 | -3.2 | -8.1 | -0.3 | -1.3 | -16.7 | 3.3 | 5.9 | 0.8 | -15.8
Cc1ccccc1NC(=O)COC(=O)/C=C/c1cn(-c2ccccc2)nc1-c1cccnc1 | -24.2 | 0.0 | 3.1 | 6.7 | -3.7 | 4.2 | -13.1 | 2.0 | 0.4 | 8.0 | 11.8
COc1ccc2cc(Br)ccc2c1CC(=O)NC(C)C | -1.2 | 0.0 | 0.7 | 17.6 | 6.1 | 1.2 | 9.6 | 13.8 | -1.4 | 19.2 | -0.9
C#CCNC(=O)c1ccc2sc([C@@H]3O[C@H](CO)[C@H](O)[C@H](O)[C@H]3O)nc2c1 | 2.5 | -0.1 | 4.3 | -5.3 | . | 9.2 | -8.8 | . | -0.1 | 1.1 | 0.0
CCn1cc(C(=O)NC2CCCCCC2)c(=O)c2cc(S(=O)(=O)N3CCCCC3)ccc21 | 22.7 | -0.2 | -0.7 | 24.1 | -1.3 | 2.4 | -2.0 | 5.1 | -23.8 | -7.2 | 14.1
O=C(Cc1cccs1)NCc1cccc(CNC(=O)Cc2cccs2)c1 | 11.2 | 0.1 | 1.1 | 12.9 | -0.1 | -8.2 | -18.3 | -18.1 | -27.8 | 1.6 | 7.2
CC1CN(S(=O)(=O)c2cccc(C(=O)NN3CCN(C)CC3)c2)CC(C)O1 (centres undefined) | 1.2 | -0.2 | 0.7 | 4.8 | -3.6 | 1.2 | 11.7 | -11.1 | 4.4 | 12.3 | 1.7
C=C(C)CNC(=S)/N=c1\scc(C)n1CC | 0.8 | 0.2 | 0.8 | -7.3 | -2.6 | -0.7 | -12.0 | -10.5 | 5.5 | -22.0 | -7.2
COc1ccc(N2CCN(C(c3cc4ccc(C)cc4[nH]c3=O)c3nnnn3C3CCCC3)CC2)cc1 (centres undefined) | 8.9 | -0.5 | -0.1 | 24.1 | -0.4 | -0.1 | -9.0 | -3.3 | 2.8 | 18.4 | 72.8
O=Cc1nc(-c2ccccc2Cl)n2ccccc12 | 5.2 | 0.1 | -1.1 | 9.5 | -0.6 | 9.7 | -19.5 | 8.8 | -19.4 | 19.8 | 16.9
CCc1cc(=O)oc2cc(OCC(=O)N3CCC(C(=O)O)CC3)ccc12 | 1.1 | 0.2 | 3.6 | -1.3 | 2.8 | -1.8 | -41.9 | 5.9 | -9.3 | 9.6 | 6.6

Single records (already shown). Screens in order: CF NFkB block, aDG glyco act, hiPSC survival, Peg3 promoter, NR2E3 ag-1, KKLEB cytotox, NR2E3 ag-2, MITF TRPM1 inh, TWEAK-Fn14 inh, HIF-2a block, Shn3 3UTR inh
Record of `O=Cc1nc(-c2ccccc2Cl)n2ccccc12` = 5.2, 0.1, -1.1, 9.5, -0.6, 9.7, -19.5, 8.8, -19.4, 19.8, 16.9
Record of `COc1ccc2cc(Br)ccc2c1CC(=O)NC(C)C` = -1.2, 0.0, 0.7, 17.6, 6.1, 1.2, 9.6, 13.8, -1.4, 19.2, -0.9

Carrying on:
SMILES | CF NFkB block | aDG glyco act | hiPSC survival | Peg3 promoter | NR2E3 ag-1 | KKLEB cytotox | NR2E3 ag-2 | MITF TRPM1 inh | TWEAK-Fn14 inh | HIF-2a block | Shn3 3UTR inh
COc1cc(OC)cc(C(=O)N2CCC(C(=O)c3ccc(F)cc3)CC2)c1 | 13.8 | 0.1 | -0.7 | 21.2 | -1.5 | -11.5 | -31.5 | -0.4 | -25.4 | 15.6 | 3.4
COc1cc(C(=O)NC(CCSC)C(=O)OCc2cc([N+](=O)[O-])cc3c2OCOC3)cc(OC)c1OC (centres undefined) | 2.9 | 0.1 | -0.6 | 9.5 | -2.0 | 2.3 | 2.0 | 1.9 | 8.0 | 7.5 | -8.7
O=C(CCl)Nc1c(C(=O)Nc2ccc3c(c2)OCCO3)oc2ccccc12 | 19.8 | 0.2 | -0.4 | 98.3* | 2.3 | -31.4 | 50.6 | -13.8 | 35.1 | -52.3 | 94.7*
Cc1ccccc1CSc1nc2[nH]ncc2c(=O)[nH]1 | 15.7 | 0.3 | 3.5 | -17.1 | -1.1 | -4.6 | -24.5 | -1.7 | -2.8 | -3.1 | -13.3
Cc1ccc(C2(C)NC(=O)N(CC(=O)NNC(=O)c3ccccc3F)C2=O)cc1 (centres undefined) | -32.3 | 0.1 | 0.8 | -0.3 | 2.8 | -33.0 | -2.8 | -10.9 | 0.6 | -16.3 | 1.6
COc1ccc(N(CN2C(=O)C3CCCCC3C2=O)C(=O)c2ccco2)cc1 (centres undefined) | -6.3 | 0.0 | -0.4 | 10.4 | 1.4 | -4.8 | -6.7 | . | 0.1 | 18.8 | 12.4
Cc1ccc(SCCCn2cncn2)cc1 | -9.2 | 1.1 | -0.4 | -1.1 | 1.3 | -2.8 | 12.1 | 1.5 | -4.1 | -9.5 | 0.4
CCn1c(SCC(=O)Nc2ccc3c(c2)OCCO3)nnc1-c1ccco1 | 3.5 | 0.0 | -0.2 | -27.3 | 0.3 | -9.3 | -15.5 | -9.2 | 1.5 | -40.2 | -25.6
C=CCSc1nnc2c(n1)OC(c1ccccn1)N(C(C)=O)c1ccccc1-2 (centres undefined) | -3.5 | 0.0 | -0.8 | 1.7 | -2.7 | 8.8 | -8.5 | -9.2 | -26.8 | 7.6 | -5.6
COc1ccc(N2CCN(C(CNC(=O)OCc3ccccc3)c3ccco3)CC2)cc1 (centres undefined) | 5.5 | 0.2 | -1.6 | -28.1 | -2.4 | -0.3 | -18.0 | -7.0 | -10.8 | -50.2 | 7.4
O=C(CSc1nnc(-c2ccc(O)cc2)n1Cc1ccco1)c1cccs1 | 8.3 | -0.3 | 2.6 | 15.2 | 4.7 | 0.4 | -12.7 | -7.9 | 2.2 | 7.4 | 18.6
CCC(C(=O)NC(CC(=O)O)c1ccc(Cl)cc1)c1ccccc1 (centres undefined) | 2.9 | -0.1 | 0.2 | 4.7 | -0.4 | 1.1 | -39.9 | 1.9 | 11.0 | -5.8 | 7.2
Cc1csc2c(N3CCN(C(=O)Nc4ccccc4)CC3)ncnc12 | 13.4 | 0.2 | -0.7 | -5.0 | -0.3 | 0.4 | 10.5 | -9.4 | -3.0 | -21.8 | 37.4
Cc1onc(-c2ccccc2)c1C(=O)NC1CCC(C)CC1 (centres undefined) | 0.3 | 0.4 | 0.5 | 15.6 | -1.1 | -1.5 | -16.7 | -1.8 | 2.3 | 13.6 | 7.9
O=C(COC(=O)c1cc(=O)c2ccccc2o1)NCc1ccccc1 | -2.3 | 0.3 | -0.3 | 10.4 | . | 1.1 | -2.4 | 1.4 | 1.5 | 5.0 | -6.0
Cc1cn([C@H]2C[C@H](O)[C@@H](CCC(=O)NCCN3CCCCC3)O2)c(=O)[nH]c1=O | 3.0 | -0.2 | -1.8 | -8.0 | . | 7.3 | -13.2 | 7.6 | -3.0 | -2.7 | 19.0
COc1cc(C2Nc3cccc4cccc(c34)N2)cc(OC)c1O | -23.3 | -0.3 | -1.2 | 9.1 | -0.6 | 0.4 | -1.1 | 13.0 | 9.9 | -7.2 | -8.5
COC(=O)CNC(=O)C(Cc1c[nH]c2ccccc12)NC(=O)OC(C)(C)C (centres undefined) | -0.4 | 0.2 | -3.5 | 11.7 | 3.2 | -0.1 | 4.6 | 9.6 | 0.9 | 5.9 | 9.1
O=C(CN1CCN(c2ccc(F)cc2)CC1)NCc1cccs1 | 17.7 | 0.0 | 0.4 | 13.1 | -1.4 | 5.6 | -6.0 | 2.5 | -14.3 | 4.7 | -2.4
O=C(NC(=S)Nc1ccc(S(=O)(=O)N2CCCC2)cc1)C1CCC1 | 2.8 | -0.4 | -0.7 | 6.7 | 0.4 | -4.1 | -18.5 | 0.4 | -6.4 | 21.1 | 1.1
Cc1nn(-c2ccccc2)c(Cl)c1C1C(C#N)=C(N)Oc2n[nH]c(C)c21 (centres undefined) | 9.5 | 0.3 | -0.2 | 47.1 | -2.0 | -12.0 | -13.9 | 7.1 | 0.5 | 19.4 | -42.0
Cc1noc(C)c1C(=O)Nc1sc2c(c1C(N)=O)CCC2 | -29.3 | -0.3 | -1.4 | -1.4 | 0.0 | 15.8 | 9.0 | -7.4 | 3.5 | -64.1 | -7.5
Cc1cnc(NC(=O)Cc2c[nH]c3ccccc23)s1 | -1.5 | -0.1 | -2.6 | -165.6 | 0.6 | 2.4 | -52.2 | -8.5 | -7.4 | -243.4 | -55.4
Cc1c(C(=O)OCCN2CCCCC2)oc2ccccc12 | -11.0 | 0.2 | -2.1 | 11.9 | 2.7 | 6.3 | 12.9 | -7.9 | -17.0 | -6.8 | 14.8
COc1ccc(S(=O)(=O)NC(N)=NCCc2ccccc2)cc1 | 24.4 | -0.1 | -0.1 | 6.7 | 0.5 | -0.7 | -16.2 | 0.3 | 16.1 | 12.7 | -12.1
CC(=O)NC(NC(C)=O)c1ccc(N(C)C)cc1 | 0.6 | -0.1 | -0.3 | -62.1 | 1.3 | 8.0 | -35.5 | -22.7 | -11.1 | -19.4 | -29.1
